# From PubChem BioAssay
# D2 agonist = agonists of human D2 dopamine receptor. HEK293 T-REx D2 cells, calcium flux agonist mode. AID 485358. 340,000 compounds, 0.53% hits. activation, % at 2 µM. P14416;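 active = activation over 3 SD above normal in the single-dose calcium agonist read, cut at about 30% in these data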; note: 0% is about no effect
#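 HEK293 Trex D2 cells, tetracycline-induced, o/n 30 C 5% CO2; no-wash Ca dye, RT 30–90 min; 10-cycle baseline, 23 nl cpd added, kinetic Ca read 180 s; agonist hits = positive Ca response.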
# Vif-APOBEC3G blk = blocks the Vif interaction with human APOBEC3G; Q9HC16; HeLa A3G-eYFP + Vif (tagged APOBEC3G with the HIV-1 protein that degrades it), YFP fluorescence, overnight; Potency, µM (top dose mostly 46.1 µM), inactives show at the top dose activity, negative = active, actives largely listed as inhibitors; 410,000 compounds, 0.076% hits; AID 602310;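 note: potency is the fitted concentration of half-maximal effect; % is set by controls: 0 for no effect and ±100 for the full control effect; nearly all actives have a fitted effect of over 60% in size; hits raise eYFP signal because A3G escapes Vif-driven loss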
# Target sequence (Q9HC16 whole entry, looked up): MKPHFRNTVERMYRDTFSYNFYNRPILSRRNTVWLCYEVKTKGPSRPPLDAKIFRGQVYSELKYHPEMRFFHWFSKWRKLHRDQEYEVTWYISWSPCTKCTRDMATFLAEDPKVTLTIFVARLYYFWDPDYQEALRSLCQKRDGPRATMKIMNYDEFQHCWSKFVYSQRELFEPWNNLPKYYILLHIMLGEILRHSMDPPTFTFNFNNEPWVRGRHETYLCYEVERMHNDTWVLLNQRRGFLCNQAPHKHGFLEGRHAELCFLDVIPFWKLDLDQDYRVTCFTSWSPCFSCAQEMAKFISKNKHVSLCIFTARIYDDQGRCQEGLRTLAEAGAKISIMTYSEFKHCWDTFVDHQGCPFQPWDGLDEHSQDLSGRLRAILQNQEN
#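 HeLa cells stably expressing Vif and C-terminally eYFP-tagged A3G, seeded overnight at 37 deg C, then exposed to compound by pintool overnight at 37 deg C. Rise in yellow fluorescence (Ex 488/Em 500-530, Acumen) marks blocked Vif-driven A3G degradation.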
# ALOX12 inh = inhibitors of human 12S-lipoxygenase ALOX12. P18054. purified 12hLO, xylenol orange hydroperoxide absorbance. Potency, µM (series often up to 108 µM), for inactives: at the top dose activity change, negative = inhibition, most hits filed as inhibitors. 580,000 compounds, 1.1% hits. AID 1671190; note: potency is the fitted concentration of half-maximal effect; % is set by controls: 0 for no effect and ±100 for the full control effect
#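 Hydroperoxide product was detected by ferrous iron/xylenol orange as the 573 to 405 nm absorbance ratio. Arachidonic acid at 40 uM (final) was turned over for 30 min at room temperature by 150 nM human 12hLO, pH 7.0 Hepes buffer, after 15 min compound preincubation.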
# Vif-APOBEC3F blk = inhibitors of Vif-A3F interaction; Potency, µM (doses to about 46.1 µM), for inactives: at the top dose activity, negative = active; HeLa A3F-eYFP + Vif (tagged APOBEC3F with the HIV-1 protein that degrades it), YFP fluorescence increase; 390,000 compounds, 0.2% hits; note: potency is the fitted concentration of half-maximal effect; % of control where 0% means no effect; nearly all actives have a fitted effect of over 65% in size
#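 HeLa cells stably expressing Vif plus C-terminally eYFP-tagged A3F were seeded, incubated overnight at 37 deg C, dosed with compound, incubated overnight again at 37 deg C. Yellow fluorescence (Ex 488/Em 500-530) reported blocked Vif-mediated A3F-eYFP degradation.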
# D2 antag = antagonists of human D2 dopamine receptor; AID 485344; P14416; inhibition, % at 10 µM; HEK293 TREx D2 cells, calcium flux, dopamine EC80; 340,000 compounds, 2% hits; in the data active = inhibition above about 30%; note: 0% is about no effect
#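 Read-out: kinetic calcium fluorescence (1 cycle/s) in inducible HEK293 T-REx D2 cells after an EC80 dopamine addition that followed 180 s compound preincubation. Loss of the dopamine response indicates antagonism.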
# ERG-DNA inh = inhibitors of human ERG Ets domain-DNA interaction. fluorescence polarization, His-ERG Ets domain / labelled DNA. AID 624246. 370,000 compounds, 0.028% hits. Potency, µM (highest dose often 76.9 µM), for inactives: at the highest dose FP activity, negative = inhibition, hits mostly inhibitors; active = well fitted inhibition curve with a large enough effect in the polarisation, with a control signal flat; inconclusive = small, poorly fitted or top-dose-only effect, or effect the other way, or a change in a side signal; inactive = no such curve, though single readings can be large or run the other way; the % refers to the polarisation;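 note: polarization taken with two DNA probes labelled with fluorescein and Texas red; potency is the fitted concentration of half-maximal effect; % of control where 0% means no effect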
# Target sequence (P11308 whole entry, looked up, the tested form may be a part): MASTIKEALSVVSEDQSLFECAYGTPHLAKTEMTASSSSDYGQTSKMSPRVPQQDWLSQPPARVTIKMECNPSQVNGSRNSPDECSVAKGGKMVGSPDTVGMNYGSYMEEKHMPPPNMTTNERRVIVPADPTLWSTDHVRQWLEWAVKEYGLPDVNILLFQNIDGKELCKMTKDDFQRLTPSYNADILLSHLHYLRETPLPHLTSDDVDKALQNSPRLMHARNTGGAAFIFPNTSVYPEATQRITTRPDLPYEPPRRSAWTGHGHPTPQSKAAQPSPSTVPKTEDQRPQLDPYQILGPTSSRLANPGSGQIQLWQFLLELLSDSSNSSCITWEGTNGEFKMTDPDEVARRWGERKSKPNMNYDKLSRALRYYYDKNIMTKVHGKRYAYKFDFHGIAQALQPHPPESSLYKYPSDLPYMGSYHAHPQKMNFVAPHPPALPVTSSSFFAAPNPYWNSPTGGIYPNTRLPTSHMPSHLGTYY
#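 His-tagged ERG Ets domain (1 uM in the protein solution; 300mM KCl, 50mM Tris-HCl, 1mM EDTA, 1mM DTT, pH 7.5) received compound, then a probe mix of 5 nM fluorescein-DNA and 100nM Texas-615-DNA. Fluorescence polarization was read for both dyes.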
# Glioma ERSR ind = induces the endoplasmic reticulum stress response in human glioma cells; AID 602332; Potency, µM, for inactives: top-dose activation, most hits filed as activators; 420,000 compounds, 0.02% hits; U87-MG GRP78 promoter luciferase reporter, 16 h; note: potency is the fitted concentration of half-maximal effect; series mostly up to about 76 µM; % of control where 0% means no effect; nearly all actives have a fitted effect of over 35% in size
#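 Stably transfected U87-MG glioma cells carrying a GRP78-based luciferase sensor; 16 h compound incubation. Luminescence end-point read 10 min after Bright-Glo addition at room temperature.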
# RGS4 inhibitor = human RGS4 inhibition. P49798. Transcreener GDP fluorescence polarization, RGS4-accelerated GTP hydrolysis. Potency, µM (top dose mostly 114 µM), without a hit: at the highest dose activity change, negative = inhibition, usual class: inhibitors. 390,000 compounds, 0.039% hits; note: potency is the fitted concentration of half-maximal effect; % is set by controls: 0 for no effect and ±100 for the full control effect; nearly all actives have a fitted effect of over 75% in size; some results filed as inactive show a strong effect at the top dose
# Target sequence (P49798 whole entry, looked up): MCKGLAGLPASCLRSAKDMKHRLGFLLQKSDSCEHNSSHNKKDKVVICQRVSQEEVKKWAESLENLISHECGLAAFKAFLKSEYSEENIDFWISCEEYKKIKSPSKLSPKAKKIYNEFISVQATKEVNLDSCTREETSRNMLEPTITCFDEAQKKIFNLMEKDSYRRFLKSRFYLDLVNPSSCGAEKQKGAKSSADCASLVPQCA
#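 MLSMR compounds (23 nl, pin-transferred) preincubated 10 min at room temperature with a 500nM (2x) first reagent, then RGS4 at 900nM (2x) plus Transcreener GDP mix added; fluorescence polarization (620/688 nm) read before and after 90 min at 30 °C.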
# LDHA block = LDHA (human) enzyme inhibition | 480,000 compounds, 0.15% hits | purified LDHA, NADH/diaphorase-resazurin fluorescence; active compounds read low | AID 1347041 | activity change, % (values are at about 110 or 230 µM) | P00338; in the data active = activity change below about -30%; inconclusive = mostly about -25% to -30%;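 note: plate controls were DMSO wells for no effect and wells without enzyme for full effect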
#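 LDH5 2 nM; NADH 0.06 mM, pyruvate 0.2 mM; 200 mM Tris pH 7.4, EDTA, Tween-20; 5 min RT. Detection: diaphorase 0.133 mg/mL + resazurin 37 µM, fluorescence ex540/em590 at 0 and 20 min; normalized to enzyme-free and DMSO wells.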
# Numbers without * were called inactive; u = inconclusive; x = no result given; & = joins results of further samples; [ ] = remark or other dose. Unless noted, calls come from the whole dose curve; as a rule, active = well fitted curve in the direction sought with a large enough effect; inconclusive = small, poorly fitted or top-dose-only effect, or another doubt; inactive = no such curve, though single readings can be large; an effect the other way counts as inactive or inconclusive.
(1) CC(NC(=O)C1CCCN(C(=O)c2ccc(Cl)cc2)C1)c1cccc(C(F)(F)F)c1 (configuration not stated)
(2) CC1(C(=O)Nc2ccc(Cl)cc2)Cc2c(-c3ccc(C(N)=O)cc3)ccnc2O1 (configuration not stated)
(3) CCS(=O)(=O)N1Cc2ccccc2CC1C(=O)Nc1cccc(S(=O)(=O)N(C)C)c1 (configuration not stated)
(4) COc1ccc(C2=CC(=O)C[C@H](c3ccc(F)cc3)C2)cc1F
(5) CC(C)N1CCCC(C)(C(=O)Nc2nccc3ccccc23)C1 (configuration not stated)
(6) O=C(NCCCc1cnc[nH]1)NCCCN(Cc1ccc(Cl)cc1)c1ccc(Br)cn1
(7) Cc1cc(C)cc(NC(=O)CCC(=O)N2Cc3ccccc3Oc3ncccc32)c1
(8) Cc1cc(Cl)c2oc(C(=O)N(C)CCCCN3CCOCC3)c(C)c2c1
(9) COc1cc(NC(=O)c2cc3c(s2)-c2ccccc2OC3)cc(OC)c1OC
(10) COc1cc(C)nc(SCC(N)=O)n1

screen / no.	1	2	3	4	5	6	7	8	9	10
D2 agonist	-3.2	x	0.7	-1.1	x	x	0.7	0.0	x	2.9
Vif-APOBEC3G blk	1%	-10%	3%	2%	-1%	-28%	-2%	2%	-7%	-3%
ALOX12 inh	330%[activator]	-17%	-15%	1%	1%	x	-8%	1%	-6%	6%
Vif-APOBEC3F blk	-8%	x	-1%	-3%	x	x	-2%	-1%	1%	-3%
D2 antag	21	x	-12	-2	x	x	x	-17	x	33*
ERG-DNA inh	-1%	x	-5%	10%	x	x	0%	5%	7%	0%
Glioma ERSR ind	-4%	-4%	5%	-1%	2%	0%	-2%	-2%	-7%	-1%
RGS4 inhibitor	23%	x	10%	2%	x	-13%	-5%	-30%	4%	-6%
LDHA block	-2	-17	-4	-6	-4	4	-5	-2	5	-7

(11) CCC(=O)C1=C(c2ccc(C)cc2)N(C(=O)CC)n2c(nnc2C2CCCCC2)S1
(12) O=c1[nH]cnc(O)c1C(c1ccc(Br)cc1)c1c(O)nc[nH]c1=O
(13) O=C(CC1Sc2ccccc2NC1=O)NNc1ccc(F)cc1 (configuration not stated)
(14) COc1ccc(-c2ccc(C#N)c(SCC(=O)Nc3sc4c(c3C#N)CCC4)n2)cc1OC
(15) O=C(N/C=C/c1ccco1)OCc1ccccc1
(16) C=CCc1ccc(OCc2ccc(C(=O)Nc3ccc(NC(C)=O)cc3)o2)c(OC)c1
(17) CCOc1ccc(Nc2oc(/C=C/c3cccc(OC)c3)nc2C#N)cc1
(18) O=C(NCC1CCCO1)c1cccc2c1C(=O)c1ccc(N3CCC(Cc4ccccc4)CC3)cc1S2(=O)=O (configuration not stated)
(19) CC(=O)Nc1ccc(S(=O)(=O)N2CCOCC2)cc1
(20) COc1ccc(-c2ccc(CCC(=O)O)n2-c2ccccc2OC)cc1

screen / no.	11	12	13	14	15	16	17	18	19	20
D2 agonist	0.7	-0.6	x	0.6	1.2	-0.9&-0.4	-0.2	x	-0.1	0.1
Vif-APOBEC3G blk	6%	0%	-12%	-17%	-1%	-4%&-13%	-7%	u	2%	u
ALOX12 inh	7%	-13%	u	0%	40µM*	14%&5%	-16%	x	-4%	u
Vif-APOBEC3F blk	-2%	-10%	-16%	u	u	-2%&-10%	-8%	25µM*	-10%	-9%
D2 antag	x	11	x	1	8	-1	x	x	14	-7
ERG-DNA inh	-1%	-1%	1%	-5%	-8%	13%&1%	-5%	6%	-1%	4%
Glioma ERSR ind	1%	-5%	2%	-2%	-1%	9%&2%	0%	-6%	-4%	-5%
RGS4 inhibitor	13%	-12%	-42%	-38%	-50%	26%&-14%	22%	1%	0%	-34%
LDHA block	-3	-8	-2	-11	0	2&2	1	-15	0	-2

(21) O=C1CC(c2ccccc2)Cc2nc(NC3CC3)ncc21 (configuration not stated)
(22) O=C(O)c1cc(N/N=C/c2ccc(-c3ccccc3)cc2)ccc1Cl
(23) O=C(c1cc([N+](=O)[O-])cc([N+](=O)[O-])c1)N1CCCc2ccccc21
(24) CCCCn1c(N)c(N(CC(C)C)C(=O)C2CCCO2)c(=O)[nH]c1=O (configuration not stated)
(25) Cc1ccc(/C=C2\CCOC2=O)cc1
(26) CCOC(=O)C1=C(C)NC(C)=C(C(=O)OCC)C1C(=O)OCC(=O)c1ccc2c(c1)OCCO2
(27) O=C(N/N=C/c1ccc(Br)s1)c1ccccn1
(28) CC(Nc1ccc(S(=O)(=O)N2CCN(C)CC2)cc1[N+](=O)[O-])c1ccccc1 (configuration not stated)
(29) CC1(C)CC(NC(=S)NC(=O)c2cc(Br)ccc2Cl)CC(C)(C)N1
(30) CC(C)N(Cc1nc(-c2ccc3c(c2)OCO3)no1)Cc1nccn1C

screen / no.	21	22	23	24	25	26	27	28	29	30
D2 agonist	-0.1	-0.3	0.4	1.1	1.2	0.7	0.0	1.5	0.4	x
Vif-APOBEC3G blk	0%	1%	4%	-4%	-1%	-6%	3%	1%	3%	-1%
ALOX12 inh	5%	-32%	-10%	14%	-13%	16%	16%	u	0%	4%
Vif-APOBEC3F blk	-13%	-11%	16%	3%	-16%	x	1%	-18%	7%	-6%
D2 antag	4	-3	9	-4	10	-11	-14	11	-39	x
ERG-DNA inh	-2%	11%	2%	-1%	-4%	-3%	-11%	3%	57%[activator]	-15%
Glioma ERSR ind	-1%	-7%	-6%	-4%	7%	-1%	-9%	-2%	1%	0%
RGS4 inhibitor	5%	u	-6%	6%	-47%	5%	-10%	1%	-33%	1%
LDHA block	-4	0	0	0	-3	0	0	-1	-17	-5

(31) Cc1noc(C)c1CC(=O)NC1CC(C)(C)Cc2c1cnn2-c1ccccc1 (configuration not stated)
(32) COCCNC(=O)C1CC(c2ccc(F)cc2)=NO1 (configuration not stated)
(33) Fc1ccc(N2CCN(C(c3cccs3)c3nnnn3C3CCCC3)CC2)cc1 (configuration not stated)
(34) CCN(CC(=O)NCc1cccs1)c1ccc(S(=O)(=O)N2CCN(C)CC2)cn1
(35) Cc1ccc(-c2nc3n(n2)C(c2ccccc2C)C=C(c2ccc(Cl)cc2)N3)cc1 (configuration not stated)
(36) CCC1=NN=C(c2ccc(F)cc2)C(c2c[nH]c3ccccc23)N1O (configuration not stated)
(37) Cc1cccc(OCC(=O)Nc2ccc3oc(=O)ccc3c2)c1C
(38) CS(=O)(=O)c1ccc2nc(NC(=O)CS(=O)(=O)c3ccc(Cl)cc3)sc2c1
(39) O=S(=O)(c1ccccc1)c1nc(-c2ccc(F)cc2)oc1N1CCCCCC1
(40) CC(C)c1ccc2oc(-c3cccc(NC(=O)c4ccc5c(c4)OCCO5)c3)nc2c1

screen / no.	31	32	33	34	35	36	37	38	39	40
D2 agonist	0.5	0.1	0.4	0.1	-0.2	0.2	-1.1	-2.9	-0.1	2.9
Vif-APOBEC3G blk	1%	0%	0%	2%	2%	-2%	-2%	0%	-4%	-1%
ALOX12 inh	3%	0%	6%	-28%	-10%	14%	-5%	u	-27%	-8%
Vif-APOBEC3F blk	-2%	-3%	-1%	1%	7%	2%	-5%	0%	4%	0%
D2 antag	-16	5	10	8	x	-6	-5	x	x	x
ERG-DNA inh	-5%	4%	x	-5%	-1%	-2%	-1%	0%	-2%	30%
Glioma ERSR ind	-2%	-2%	-3%	-1%	-2%	3%	-2%	-2%	-1%	-1%
RGS4 inhibitor	-13%	20%	4%	-4%	3%	5%[11.4 µM]	7%	11%	1%	-15%
LDHA block	2	-5	0	-10	2	-5	-5	-10	-3	2

# 2 records picked at random from the list so far, as already listed:
(39) O=S(=O)(c1ccccc1)c1nc(-c2ccc(F)cc2)oc1N1CCCCCC1
(32) COCCNC(=O)C1CC(c2ccc(F)cc2)=NO1 (configuration not stated)

screen / no.	39	32
D2 agonist	-0.1	0.1
Vif-APOBEC3G blk	-4%	0%
ALOX12 inh	-27%	0%
Vif-APOBEC3F blk	4%	-3%
D2 antag	x	5
ERG-DNA inh	-2%	4%
Glioma ERSR ind	-1%	-2%
RGS4 inhibitor	1%	20%
LDHA block	-3	-5

# Other structures follow:
(41) COCCCn1c(=N)c(C(=O)NCc2ccco2)cc2c(=O)n3ccccc3nc21
(42) CS(=O)(=O)N(CC(=O)Nc1ccc(F)cc1F)c1cccc([N+](=O)[O-])c1
(43) O=C(CCn1c(=O)oc2ccccc21)N1CCCCCC1
(44) O=C(O)CCC(=O)N1N=C(c2c(-c3ccccc3)c3cc(Cl)ccc3[nH]c2=O)CC1c1ccco1 (configuration not stated)
(45) C(=C\c1ccccc1)/CN1CCN(C(c2cc3ccccc3o2)c2nnnn2C2CCCC2)CC1 (configuration not stated)

screen / no.	41	42	43	44	45
D2 agonist	0.2	0.0	0.4	0.0	x
Vif-APOBEC3G blk	3%	0%	1%	-3%	-4%
ALOX12 inh	0%	-10%	0%	-11%	-17%
Vif-APOBEC3F blk	-11%	2%	1%	12%	x
D2 antag	x	-14	-28	2	x
ERG-DNA inh	-9%	6%	1%	-2%	x
Glioma ERSR ind	-1%	-2%	-1%	-2%	0%
RGS4 inhibitor	3%	2%	-23%	-14%	x
LDHA block	0	-1	-1	-4	-4

# Only part of the results is shown (hit frequency here may not be typical).
